Compound activity deposited in PubChem by several laboratories.
UHRF1 MBD2 ctr: human UHRF1 methylated DNA binding inhibitors | Q96T88 | UHRF1 binding to methylated oligo, TR-FRET | inhibition, % at 4.4 µM | 370,000 tested, 0.75% active | AID 687016; in the data active = inhibition above about 21%;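 note: UHRF1 SRA domain binding a hemimethylated CpG hairpin DNA probe; 0% = median of test compound wells and 100% = reference inhibitor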
MBD2 DNA inh: blocks human MBD2 binding to methylated DNA; Q9UBB5; TR-FRET, MBD2 binding to methylated oligonucleotide; inhibition, % at 4.4 µM; 370,000 tested, 0.31% active; AID 686964; in the data active = inhibition above about 13%
Target sequence (Q9UBB5 whole entry, looked up): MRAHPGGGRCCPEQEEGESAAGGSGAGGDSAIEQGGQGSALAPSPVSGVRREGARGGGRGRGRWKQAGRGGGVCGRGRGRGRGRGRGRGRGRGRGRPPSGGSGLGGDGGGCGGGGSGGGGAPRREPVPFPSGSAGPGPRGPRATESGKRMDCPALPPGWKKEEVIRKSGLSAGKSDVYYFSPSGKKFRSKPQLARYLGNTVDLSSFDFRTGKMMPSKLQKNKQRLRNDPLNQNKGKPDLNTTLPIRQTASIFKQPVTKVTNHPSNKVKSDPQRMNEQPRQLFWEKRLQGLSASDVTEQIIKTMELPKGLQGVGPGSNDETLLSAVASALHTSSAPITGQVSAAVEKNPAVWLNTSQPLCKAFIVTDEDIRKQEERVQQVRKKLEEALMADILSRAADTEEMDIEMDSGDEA
HTRA1 inhibitor: inhibitors of human serine peptidase HTRA1 | Q92743 | recombinant HTRA1, FP-rhodamine activity-based probe, fluorescence polarization | inhibition, % at 5.96 µM | 340,000 tested, 0.5% active | AID 504803; in the data active = inhibition above about 36%;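 note: 0% = enzyme with DMSO and 100% = wells lacking enzyme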
ABHD4 inh: ABHD4 (mouse) inhibition, primary FP screen; inhibition, % at 8.92 µM; AID 720543; 370,000 tested, 0.54% active; purified mABHD4, FP-Rh probe fluorescence polarization;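 active = inhibition exceeding the mean over every tested compound plus 3 SD, cut at about 30% in these data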;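 note: 0% = plate median of compound wells and 100% = S159A mutant with DMSO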
Target sequence (Q8VD66 whole entry, looked up): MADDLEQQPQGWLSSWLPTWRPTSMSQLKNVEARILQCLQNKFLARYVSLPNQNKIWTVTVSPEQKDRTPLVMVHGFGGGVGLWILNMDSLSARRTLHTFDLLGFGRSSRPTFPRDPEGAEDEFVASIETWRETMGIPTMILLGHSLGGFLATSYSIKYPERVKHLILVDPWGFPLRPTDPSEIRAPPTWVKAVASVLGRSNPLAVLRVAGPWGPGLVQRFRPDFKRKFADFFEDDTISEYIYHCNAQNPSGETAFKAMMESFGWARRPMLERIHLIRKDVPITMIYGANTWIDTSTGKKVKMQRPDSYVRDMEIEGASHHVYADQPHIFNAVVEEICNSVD
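system = mouse ABHD4 enzyme, wild type | medium = HEPES pH 7.0, NaCl, Pluronic buffer | also added = FP-Rh probe | incubation = Enzyme–compound pre-incubation 45 min, then probe 60 min, both 25 °C | technique = fluorescence polarization, excitation 525 nm, emission 598 nm, BODIPY TMR filters | controls = S159A mutant high control, sample median low control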
PRMT1 inh: blocks human protein arginine methyltransferase 1; Q99873; recombinant PRMT1, activity-based probe fluorescence polarization; inhibition, % at 2.79 µM; 370,000 tested, 1.3% active; AID 652257;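 active = inhibition above about 21% made by adding two undisclosed values, limit read from the data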
TCR-CD3 inh: human TCR-CD3 binding inhibition; 360,000 tested, 0.37% active; TAMRA-labeled TCR probe fluorescence, biochemical; AID 651800; inhibition, % at 9.4 µM; in the data active = inhibition above about 19%;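 note: recombinant mutant TCR 2C K166C tagged with TAMRA read by polarization; 0% = receptor in buffer alone and 100% = receptor with positive control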
NR1D1 modulator: modulates human Rev-erb alpha binding to DNA; Rev-erbα–FITC-DNA binding, fluorescence polarization, 90 min; activity, % at 10 µM; 370,000 tested, 0.79% active; AID 1259318;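 active = activity above about 14%, limit read from the data; passing the limit was not always enough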;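 note: 0% = DMSO wells with 35 nM protein and 100% = DMSO wells with 750 nM protein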
LEDGF integ inh: blocks HIV-1 LEDGF/p75-dependent DNA integration; TR-FRET IN-LEDGF/p75 DNA integration, Eu/Cy5; inhibition, % at 3.7 µM; 370,000 tested, 0.64% active; AID 743269;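 active = inhibition above the screen-wide mean plus 3 SD, cut at about 13% in these data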;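 note: signal is the Cy5 over europium emission ratio at 671 and 618 nm; 0% = plate median of compound wells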
PG9 binder: binds the HIV-1 gp120 antibody PG9. TR-FRET gp120-PG9 antibody binding. inhibition, % at 6.7 µM. 360,000 tested, 0.43% active. AID 624416; in the data active = inhibition above about 8.5%
rCAG binder: binds r(CAG) RNA repeats; inhibition, % at 3 µM; 370,000 tested, 1.3% active; r(CAG) RNA repeat, TO-PRO-1 dye displacement fluorescence;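 active = inhibition above the plate cutoff, the mean of all test compounds on that plate plus 3 SD, cut at about 35% in these data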;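 note: 0% = DMSO alone and 100% = 100 µM mitoxantrone as full dye displacement; higher means more dye released from RNA so lower well fluorescence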
An asterisk follows results filed as active; . = not tested or not shown.

SMILES	UHRF1 MBD2 ctr	MBD2 DNA inh	HTRA1 inhibitor	ABHD4 inh	PRMT1 inh	TCR-CD3 inh	NR1D1 modulator	LEDGF integ inh	PG9 binder	rCAG binder
CC1(Oc2ccc3ccccc3c2)CCN(Cc2ccc(OC(F)(F)F)cc2)C1 (stereo unspecified)	-1	-1	.	1	-4	-1	6	-2	-0.1	0
CC(C)CNC(=O)C1(C)CCCN1Cc1ccccc1OC(F)F (stereo unspecified)	-2	1	.	2	0	2	6	1	-0.9	0
CCOC(=O)N1CCN(C(=O)c2ccc(Cl)c(NC(=O)c3cccs3)c2)CC1	0	2	0	-5	2	-6	-2	-2	0.0	0
CCOc1ccc2c(C)c(C(=O)O)oc2c1OCC	-1	-1	0	-7	1	4	-3	-3	-1.1	0
CCCCCOP(=O)(c1ccccc1)c1ccccc1	-2	2	2	-3	-1	6	-2	-3	-2.8	-13
Cc1cc(C)nc(Nc2n[nH]c(COc3ccccc3)n2)n1	14	9	6	-1	1	-1	-1	6	0.3	-3
O=C(Cc1ccccc1)N/N=C/c1ccccc1OCc1ccc(Cl)cc1	-2	-6	-5	-4	-2	-1	-3	-1	-0.6	0
O=C(c1ccc(COCC(F)(F)F)o1)N1CCCCCC1	3	4	-2	-7	-1	-7	0	3	0.6	0
COc1ccc(S(=O)(=O)N2c3cc(C)ccc3OCC2C(C)(C)C)cc1 (stereo unspecified)	-2	-1	-20	-6	-1	7	-5	-2	0.2	-1
CCOC(=O)c1nc(C)nc(Sc2n[nH]c(-c3ccc(C(C)(C)C)cc3)n2)c1C	-3	2	-6	-3	-2	0	0	5	0.7	-1
O=C(COc1ccccc1)N1CCc2ccccc21	15	2	3	-8	-1	0	5	6	-3.1	6
O=C1c2ccccc2C(=O)N1c1ncc(Cc2ccc(Cl)cc2)s1	1	-2	-21	-21	-1	3	1	7	-3.0	42*
COc1ccccc1NC(=O)C1CCCN1C(=O)Nc1ccc(F)cc1 (stereo unspecified)	3	4	3	-5	0	-13	1	0	1.8	2
COCCNc1nc(NCc2ccc(C)cc2C)c2sccc2n1	-1	-4	.	3	-3	7	-2	-4	0.2	1
COc1ccc(-c2cc3nc(C)cc(N4CCN(C(=O)c5cccnc5)CC4)n3n2)cc1	0	4	3	-1	-1	-2	5	-1	0.7	2

A second format for 3 compounds above.
Compound | UHRF1 MBD2 ctr | MBD2 DNA inh | HTRA1 inhibitor | ABHD4 inh | PRMT1 inh | TCR-CD3 inh | NR1D1 modulator | LEDGF integ inh | PG9 binder | rCAG binder
O=C(COc1ccccc1)N1CCc2ccccc21 | 15 | 2 | 3 | -8 | -1 | 0 | 5 | 6 | -3.1 | 6
O=C1c2ccccc2C(=O)N1c1ncc(Cc2ccc(Cl)cc2)s1 | 1 | -2 | -21 | -21 | -1 | 3 | 1 | 7 | -3.0 | 42*
COc1ccccc1NC(=O)C1CCCN1C(=O)Nc1ccc(F)cc1 (stereo unspecified) | 3 | 4 | 3 | -5 | 0 | -13 | 1 | 0 | 1.8 | 2

(more compounds)
SMILES	UHRF1 MBD2 ctr	MBD2 DNA inh	HTRA1 inhibitor	ABHD4 inh	PRMT1 inh	TCR-CD3 inh	NR1D1 modulator	LEDGF integ inh	PG9 binder	rCAG binder
Cc1noc(/C=C/NCc2cccnc2)c1S(=O)(=O)N(C)CC(=O)N1CCc2ccccc21	-2	-4	-11	-6	1	4	-3	-3	0.2	12
Cc1ccc(-c2cc(C(=O)NCC3CCCO3)no2)cc1 (stereo unspecified)	0	-2	-3	-4	-2	-1	2	3	0.3	-3
CC(Sc1nnc(-c2ccncc2)n1C)C(=O)NCC1CCCO1 (stereo unspecified)	1	1	4	0	-1	-7	1	1	-1.4	-2
COc1cccc(-c2cnc3c(NC=O)cc(-c4ccccc4)cn23)c1	-2	-3	.	-10	4	3	-1	-1	1.7	8
O=C(Cn1cnc2ccccc2c1=O)N1CCN(C(=O)C2CCCO2)CC1 (stereo unspecified)	2	1	.	8	7	.	7	-3	.	6
CCOc1ccc(-n2nc3ccc(NC(=O)c4ccc5c(c4)OCCO5)cc3n2)cc1	9	3	-13	-10	4	-8	13	1	0.6	3
CN(C)CCN(C(=O)c1ccc(S(=O)(=O)N(C)CC2CCCO2)cc1)c1nc2cc3c(cc2s1)OCO3 (stereo unspecified)	3	0	1	4	4	2	0	-3	-0.3	-5
CNc1cncc(-c2cc(C)c(O)c(C)c2)n1	0	2	.	12	0	0	-6	5	1.6	3
CC1Cc2ccccc2N1S(=O)(=O)c1cnc[nH]1 (stereo unspecified)	1	-1	1	1	1	-3	-2	0	-1.3	-2
Cc1cc(NN=Cc2ccccn2)nc2c(C)cccc12	-1	-4	.	2	-4	-3	-3	-4	-1.2	3
O=C(/C=C/c1cccs1)c1ccc([N+](=O)[O-])cc1	5	4	2	-10	13	-16	-3	-4	-0.2	2
NC(=S)NN=C1C=CCCC1	-4	-2	3	3	5	5	-3	-2	-0.1	2
CCc1nnc(NC(=O)c2cccs2)s1	-2	-3	6	2	-2	4	-3	-1	-1.5	1
O=C(O)CCN1C(=O)/C(=C\c2ccc(OCc3ccccc3)c(OCc3ccccc3)c2)SC1=S	1	-3	3	9	2	3	1	1	0.2	12
CCOC(=O)n1c(=O)n(Cc2ccc(OC)cc2)c2ccccc21	4	6	-4	0	0	-4	0	-3	-1.1	-8
COc1ccc(C(=O)N2CCCC2)cc1S(=O)(=O)N1CCOCC1	1	8	4	8	-1	-3	1	-2	4.0	-1
NS(=O)(=O)c1ccc(NC(=O)c2ccc(OCC3CCCO3)cc2)cc1 (stereo unspecified)	1	-2	-9	-1	-2	-1	4	3	0.1	10
Cc1ccc(N2C(=O)c3oc4ccccc4c(=O)c3C2c2cccc(O)c2)nc1 (stereo unspecified)	0	-2	-18	-4	0	-1	7	-2	-1.6	2
CCOC(=O)c1c(C)oc2c1C(=O)c1ccccc1C2=O	3	-1	4	1	-1	1	1	1	-1.8	1
COc1ccc(Cl)cc1NC(=O)CN(C)C(=O)CCCNC(=O)c1ccc(Cl)cc1	-3	0	0	-2	-4	2	-3	0	-0.6	0
COc1ccc(S(=O)(=O)N2CCN(C/C=C/c3ccccc3)CC2)cc1NC(C)=O	-2	-1	-6	0	1	5	-1	3	-2.4	-2
Nc1ccccc1S(=O)(=O)NCCCCc1ccccc1	-2	-3	-15	-15	-1	-2	-3	7	-1.2	0
O=C(C1=C[C@H](C2CCCCC2)C[C@H](OCCCCO)O1)N1CCOCC1	-3	4	3	0	0	-5	6	-1	-0.7	0
CCOC(=O)CCNC(=O)Nc1ccc2nc(C)n(Cc3cccc(Cl)c3)c(=O)c2c1	2	-2	-16	-3	0	3	5	0	-1.2	-2
Cc1cccc(NS(=O)(=O)c2ccc(C(=O)N3CCCC3)cc2)c1C	2	-5	-1	-2	-3	5	5	3	-1.8	-2
Cc1cc(C)cc(N(CC(=O)NCc2ccco2)C(=O)c2snc(C(N)=O)c2N)c1	-1	1	-9	6	4	-10	9	2	-0.9	4
Cc1c(Cl)cnc(NC(=O)COC(=O)c2cccc(S(=O)(=O)N3c4ccccc4CC3C)c2)c1Cl (stereo unspecified)	-1	-1	-23	-6	3	-4	6	0	-0.9	7
CC1(C(=O)Nc2cccc3c2CCCC3)CCN1C(=O)C1(c2ccc(Cl)cc2)CC1 (stereo unspecified)	2	-6	.	-7	-6	-4	5	2	0.7	2
COc1ccc(Nc2nc(N3CCCC3)nc(N3CCCC3)n2)c(OC)c1	10	-2	5	8	0	1	-5	-3	1.2	-1
COc1ccc2cc(-c3csc(-c4cccnc4)n3)ccc2c1	0	4	-24	-8	2	0	-8	-2	1.0	5
O=C1c2oc3ccccc3c(=O)c2C(c2cccnc2)N1CCCN1CCOCC1 (stereo unspecified)	5	1	3	2	1	5	0	2	-1.1	4
COc1ccc(CNC(=O)CSc2n[nH]c(N)n2)cc1OC	1	3	-6	2	-1	-1	0	2	-0.5	4
COc1ccc(CSc2nc3ccccc3[nH]2)cc1	1	0	-11	-7	1	1	-3	0	-0.7	4
Cc1cc(C)nc(NS(=O)(=O)c2ccc(NC(=O)CN3C(=O)S/C(=C\c4ccccc4)C3=O)cc2)n1	-10	-7	-29	-20	2	1	-1	2	-0.1	60*
COc1ccccc1NS(=O)(=O)c1ccc(C)c(C(=O)NNC(=O)c2csc(N3CCOCC3)n2)c1	-1	-3	4	-1	-6	1	1	-1	-2.2	6
O=C(OCc1c(-c2ccccc2)ncc2ccccc12)c1ccc(F)cc1	-5	-1	-18	-4	-3	6	8	1	-2.5	-3
COc1ccc(NC(=O)c2cccc(S(=O)(=O)N(C)c3ccccc3)c2)cn1	1	-2	-10	-1	0	7	4	0	2.5	2
Cc1cc(NC(=O)CSc2nc3cc(C(=O)NCCCOC(C)C)ccc3c(=O)n2Cc2ccco2)no1	1	-4	-11	-1	0	1	-3	4	-0.6	-3
CCN1C(=O)c2cccc3c(Cl)ccc1c23	-3	-2	6	-3	0	2	3	1	-2.1	1
C=CCn1c(C)c(C(C)=O)cc(NC(=O)c2ccccc2)c1=O	-1	0	1	0	-2	9	0	3	0.1	-2
CC(CCc1ccccc1)NC(=O)C(=O)Nc1ccccc1 (stereo unspecified)	-2	5	2	7	1	5	-2	-6	1.6	-1
Cc1cc(/C=N/NC(N)=S)c(C)n1-c1ccc(Cl)cc1	-7	1	1	6	1	6	-2	-1	-2.8	4
O=C(NNS(=O)(=O)c1ccc(Cl)cc1)c1cccs1	-1	-4	-9	-3	-2	8	0	0	0.3	1
COc1ccc2c(c1)[nH]c1c(=O)n(CCCn3ccnc3)cnc12	3	-2	-1	3	1	-1	2	-1	-0.9	3
COc1ccc(-c2cc(C(F)(F)F)n3nc(C(=O)Nc4c(C)n(C)n(-c5ccccc5)c4=O)c(Cl)c3n2)cc1	-2	-2	-1	0	-2	4	0	-1	-1.9	-1
COc1ccc(NC(=O)Cc2ccsc2)cc1S(=O)(=O)N1CCCCC1	4	9	-12	-6	8	-12	6	3	0.8	7
O=C(COc1ccc(C(=S)N2CCCC2)cc1)Nc1ccc(F)cc1	1	3	2	4	-1	-3	-1	-2	-1.5	-4
CN(C)S(=O)(=O)c1ccc(Cl)c(C(=O)Nc2cccc3ncccc23)c1	0	1	5	-3	0	-1	-3	-1	-0.7	4
COc1ccccc1C(C)NC(=O)C1CCN(S(=O)(=O)c2cccs2)CC1 (stereo unspecified)	7	7	-2	-15	2	2	9	-1	-0.5	5
CCn1ncc(C2=NOC(C(=O)Nc3cccc(C(C)=O)c3)C2)c1C (stereo unspecified)	1	0	-3	0	3	-3	-1	-2	0.7	0
Fc1cccc(Cl)c1Cn1nnc2c(NCc3ccccn3)ncnc21	-1	-6	4	3	-4	9	2	1	1.8	-8
CO/N=C\CC(=O)Nc1ccc(Cl)c(Cl)c1	0	-1	-38	-13	-2	1	4	4	-3.9	1
CCCn1c(SCC(=O)NC2CCC(C)CC2)n[nH]c1=O (stereo unspecified)	9	0	4	6	-1	3	2	1	-0.3	-1
CN(C)CCCNC(=O)c1ccc(Cl)c(S(=O)(=O)N2CCCCCC2)c1	1	-8	9	2	-2	8	0	2	0.3	4
Cc1ccc(S(=O)(=O)N2[C@@H](c3ccc(C(C)(C)C)cc3)C(C(=O)O)=CC[C@H]2c2ccc3c(c2)OCO3)cc1	0	1	-61	16	-2	-2	1	2	-0.7	83*
COc1ccc(C2Nc3ccccc3C(=O)N2NC(C)=O)c(OC)c1 (stereo unspecified)	-3	-5	4	4	-2	6	4	0	1.4	-4

A portion of the library (hit frequency here may not be typical).
